NCOA1 inh = human NCOA1 inhibition; Q15788; HEK293 GAL4-SRC1 luciferase reporter, luminescence; inhibition, % at 3.6 µM; actives 0.12% (n = 360,000); AID 588354;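 active = inhibition above the campaign mean plus 3 SD, with each screening campaign given its own cutoff, cut at about 60% in these data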;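 note: 0% = DMSO treated cells and 100% = gossypol at 36 µM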
MC4R antag cAMP = blocks human MC4R cAMP signaling. P32245. MC4R-expressing cells, MTII-stimulated cAMP, LANCE TR-FRET. inhibition, % at 6.5 µM. actives 0.48% (n = 360,000). AID 540295;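 active = inhibition above its plate's cutoff, the mean of tested wells on that plate plus 3 SD, cut at about 29% in these data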;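 note: 0% = Melanotan II alone and 100% = Melanotan II plus saturating MCL0020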
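Material: U2OS-MC4R stable cell line | Reagent: Melanotan II challenge after compound preincubation | Doses: One concentration, 6.5 µM nominal | Incubation: 30-min compound preincubation, 1-h Melanotan II challenge, 1-h detection, room temperature | Signal: TR-FRET cAMP assay | Replicates: One well per compound, no replicates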
ABHD5-PLIN5 inh = inhibitors of human ABHD5-perilipin-5 interaction; actives 0.78% (n = 360,000); AID 602281; Split G. princeps luciferase complementation, luminescence, 4 h; inhibition, % at 4 µM; Q00G26+Q8WTS1;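 active = inhibition above the mean inhibition across every tested compound plus 3 SD, cut at about 22% in these data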;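 note: 0% = DMSO only wells and the 100% control is not disclosed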
Target sequence (Q00G26 whole entry, looked up): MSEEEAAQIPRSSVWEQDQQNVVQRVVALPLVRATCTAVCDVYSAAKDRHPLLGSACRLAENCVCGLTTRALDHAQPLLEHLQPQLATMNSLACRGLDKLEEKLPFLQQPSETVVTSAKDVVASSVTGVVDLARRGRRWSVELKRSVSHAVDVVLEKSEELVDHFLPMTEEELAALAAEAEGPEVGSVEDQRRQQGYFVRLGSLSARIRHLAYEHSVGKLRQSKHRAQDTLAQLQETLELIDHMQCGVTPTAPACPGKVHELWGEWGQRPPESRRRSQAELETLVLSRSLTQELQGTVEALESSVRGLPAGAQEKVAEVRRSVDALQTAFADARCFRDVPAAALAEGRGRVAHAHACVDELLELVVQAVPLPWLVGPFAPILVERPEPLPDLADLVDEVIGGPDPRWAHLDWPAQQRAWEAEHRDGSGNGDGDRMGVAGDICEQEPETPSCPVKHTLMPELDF
Target sequence (Q8WTS1 whole entry, looked up): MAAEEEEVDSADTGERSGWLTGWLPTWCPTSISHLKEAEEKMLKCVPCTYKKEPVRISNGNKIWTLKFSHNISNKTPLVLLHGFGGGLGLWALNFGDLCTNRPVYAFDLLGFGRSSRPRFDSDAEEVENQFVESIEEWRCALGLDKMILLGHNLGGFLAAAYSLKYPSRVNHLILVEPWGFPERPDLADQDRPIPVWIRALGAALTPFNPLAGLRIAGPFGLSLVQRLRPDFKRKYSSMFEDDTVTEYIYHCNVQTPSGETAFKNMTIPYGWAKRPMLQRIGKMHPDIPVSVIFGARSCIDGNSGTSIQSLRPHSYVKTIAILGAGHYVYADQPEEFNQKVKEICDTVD
COUP-TFII inh = NR2F2 (human) inhibition, primary screen. P24468. HEK293T NGFI-A luciferase reporter, luminescence. actives 0.7% (n = 370,000). inhibition, % at 8.6 µM. AID 686940;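 active = inhibition above a per-plate cutoff, mean inhibition of test wells between control levels plus 3 SD, cut at about 38% in these data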;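 note: cells cotransfected with COUP-TFII expression vector driving the NGFI-A reporter; 0% = median of COUP-TF2 test wells and 100% = reporter-only cells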
MC4R barr agon = activates human MC4R beta-arrestin recruitment | P32245 | U2OS MC4R beta-arrestin complementation, luminescence; percent of melanotan II response, DMSO zero | activation, % at 8.9 µM | actives 0.98% (n = 360,000) | AID 540308;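 active = activation above a per-plate cutoff, the mean activation of sample wells on that plate plus 3 SD, cut at about 8% in these data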
TLR9-MyD88 inh = blocks human TLR9 binding to MyD88. Q9NR96+Q99836. CHO BLA complementation TLR9-MyD88, CCF4 FRET ratio. inhibition, % at 4.98 µM. actives 0.21% (n = 340,000);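 active = inhibition above the mean over all tested compounds plus 3 SD, cut at about 21% in these data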;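 note: 0% = DMSO only wells and 100% = clavulanate BLA inhibitor control wells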
NOD2 RIPK2 PPI = inhibitors of human NOD2-RIPK2 interaction. CHO BLA complementation NOD2-RIPK2, CCF4 ratio. inhibition, % at 4.98 µM. actives 0.38% (n = 360,000); in the data active = inhibition above about 21%;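 note: 0% = vehicle only and 100% = reference blocker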
EBV LMP1 NFkB = Epstein-Barr LMP1 NF-kappaB reporter inhibition; AID 504558; inhibition, % at 12.5 µM; actives 0.69% (n = 350,000); LMP1-induced NF-kappaB luciferase reporter cells, luminescence; in the data active = inhibition above about 41%;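 note: 0% = neutral control wells and 100% = reference inhibitor control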
SRC2 inh = inhibits human steroid receptor coactivator 2 | inhibition, % at 9 µM | AID 651957 | HEK293 GAL4-SRC2 luciferase reporter, luminescence | actives 0.17% (n = 370,000);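 active = inhibition above the mean inhibition of all tested compounds plus 3 SD, set per campaign, cut at about 52% in these data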;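 note: 0% = DMSO treated cells and 100% = cells given Gossypol at 36 µM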
NCOA3 inh = human NCOA3 inhibition | AID 588352 | Q9Y6Q9 | HEK293 GAL4-SRC3 luciferase reporter, luminescence | inhibition, % at 3.6 µM | actives 0.17% (n = 360,000);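 active = inhibition above a per-campaign cutoff, the mean of all compounds plus 3 SD, cut at about 60% in these data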;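 note: 0% = DMSO-treated cells and 100% = gossypol-treated cells at 36 µM; higher means less SRC3-driven luciferase light from the GAL4 reporter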
NR5A2 inv ag = NR5A2 inverse agonism in reporter assay. HEK293T StAR-luciferase reporter, LRH-1 transfected, 24 h. AID 602396. actives 0.13% (n = 360,000). O00482. inhibition, % at 3.6 µM;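 active = inhibition above the mean inhibition of all tested compounds plus 3 SD, cut at about 73% in these data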;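 note: 0% = DMSO wells and 100% = reporter-only cells lacking LRH-1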
* hit, by the source's call; · = not tested or not shown. A portion of the library. The share of hits here may be higher or lower than overall.

SMILES	NCOA1 inh	MC4R antag cAMP	ABHD5-PLIN5 inh	COUP-TFII inh	MC4R barr agon	TLR9-MyD88 inh	NOD2 RIPK2 PPI	EBV LMP1 NFkB	SRC2 inh	NCOA3 inh	NR5A2 inv ag
O=C(O)CC1C(=O)NCCN1Cc1ccc(F)c(F)c1 (configuration not stated)	-3	-1	1	-3	-0.1	-5	2	1	-6	2	15
CCOC(=O)CSc1ncc(-c2ccccc2)nn1	1	1	12	8	1.0	-3	-6	-1	12	9	1
Cc1cc(C)cc(SCc2noc(C(=O)NCc3ccccc3)c2C(=O)NCc2ccccc2)c1	-2	2	8	4	-1.1	-3	3	6	11	2	-2
Cc1cc(NC(=O)CSc2nnc(C3COc4ccccc4O3)n2N)no1 (configuration not stated)	13	15	-6	-8	-2.3	6	-4	8	10	17	18
Cc1cc(N)nc2nc(C(F)(F)F)nn12	-9	-3	10	-10	1.0	0	-6	-9	2	9	4
CC(C)(Oc1ccc(Cl)cc1)C(=O)NCC1CCCO1 (configuration not stated)	-31	3	7	7	-0.3	9	-1	2	-10	-14	3
Cc1ccc(NC2CCCN(C(=O)Cc3nonc3C)C2)cc1C (configuration not stated)	0	-3	1	7	0.1	9	5	-12	-1	5	8
COc1ccc(S(=O)(=O)N2CCN(CC(=O)Nc3c(C)n[nH]c3C)CC2)cc1OC	22	2	8	-5	0.1	9	-7	-9	-2	15	3
Cc1cc(C)nc(SCc2cc(=O)c(OC(=O)c3ccc(Br)o3)co2)n1	7	-6	-4	-5	1.9	5	-7	-5	10	0	20
CCN(CC)c1ccc(C(=O)n2cnc3ccccc32)cc1	-58	-1	3	-27	-0.2	0	1	-3	-11	-52	-30
CCN(C(=O)COC(=O)CNC(=O)c1ccccc1C)C1=CCCCC1	-7	13	-3	9	-5.5	6	0	-3	-1	18	8
COc1ccc(CNC(=O)C(c2ccco2)N(Cc2cccs2)C(=O)Cc2cccs2)cc1 (configuration not stated)	-27	2	2	8	3.5	3	-5	-1	-7	24	-3
COc1ccc(CCC(=O)NCCS(=O)(=O)N2CCN(c3ccccc3OC)CC2)cc1	-19	7	-1	22	-0.6	-3	-7	8	22	-9	-8
O=C1CCCN1CCc1cccc2ccccc12	6	6	0	-10	-0.5	8	9	2	1	-9	-15
C=CCN1C(=O)CN=C1NCc1ccccc1	11	12	0	2	3.3	-7	2	1	-14	-8	3
COc1ccc(CCNC(=O)C2CCN(S(=O)(=O)c3ccc4c(c3)oc(=O)n4C)CC2)cc1OC	3	7	11	7	-0.5	-9	-17	-1	7	5	-9
CN(C)/C=N/c1c(C#N)cnn1-c1ccccc1	-24	-3	4	-32	-1.5	-1	-9	-5	-5	5	37
CC1(Cc2ccc(C(F)(F)F)o2)C(=O)Nc2cc(-c3ccc(F)cc3F)ccc21 (configuration not stated)	3	-8	-20	9	0.8	·	-11	·	2	5	-1
COCCNC(=O)c1cccc(OC2CCN(Cc3ccc(F)c(OC)c3)CC2)c1	-12	-2	4	23	-1.6	-12	-5	1	19	-11	2
CCCCCOc1ccc(NC(=O)C2OC3OC(C)(C)OC3C3OC(C)(C)OC23)cc1 (configuration not stated)	-1	-7	-4	7	-0.7	9	2	12	-22	-21	-1
Cn1ccnc1-c1nnn(-c2ccc(Cl)c(Cl)c2)n1	-5	-1	-1	-17	-0.3	-5	-10	-10	-12	-23	-12
Cc1ccc(S(C)(=O)=O)cc1C(=O)N1CC(C(N)=O)Oc2ccccc21 (configuration not stated)	12	23	5	7	-0.8	-8	-3	4	-9	23	-12
CCC(=O)n1nc(-c2ccccc2)nc1N	-1	8	3	3	-0.6	0	1	-3	-47	-6	2
COc1cccc(C(C(=O)NC2CCCCC2)N(C(=O)c2ccccn2)c2cccnc2)c1 (configuration not stated)	-23	15	-2	1	-2.1	5	-6	8	-6	9	1
CC1(C)Cc2c(sc3nc(-c4cccs4)n(N)c(=O)c23)CO1	-47	3	3	-9	0.5	4	-4	-17	-24	-35	-29

Next results.
SMILES	NCOA1 inh	MC4R antag cAMP	ABHD5-PLIN5 inh	COUP-TFII inh	MC4R barr agon	TLR9-MyD88 inh	NOD2 RIPK2 PPI	EBV LMP1 NFkB	SRC2 inh	NCOA3 inh	NR5A2 inv ag
CC(C)(C)NC(=O)CC1C[C@H](C(=O)N2CCCCC2)[C@@]2(CCc3ccccc3)c3[nH]c4ccccc4c3CCN2C1=O (some centres not stated)	7	3	-5	-9	1.6	-6	4	2	-36	-34	19
O=C(COC(=O)C1CC1)Nc1ccc([N+](=O)[O-])cc1C(F)(F)F	2	9	4	8	1.2	-4	1	4	8	2	4
COC(=O)Cc1c(C)c2ccc(OCc3nn[nH]n3)c(C)c2oc1=O	8	16	1	-2	-0.2	2	0	2	-17	16	1
O=C(c1cnc2n(c1=O)CCS2)N1CCN(c2ccc([N+](=O)[O-])cc2)CC1	-8	2	0	-3	-0.2	4	-1	-17	6	0	30
O=C(COC(=O)c1ccc[nH]c1=O)NCC1CCCO1 (configuration not stated)	-5	-3	2	15	0.3	0	-3	5	9	8	-5
COc1cccc(NC(=O)Nc2nccc(C)n2)c1	-119	-3	-3	-29	0.0	3	-4	30	-55	-51	-175
O=C(C1CCN(Cc2cccs2)CC1)N1CCN(Cc2ccc3c(c2)OCO3)CC1	-9	0	-1	18	-0.9	3	2	-1	9	16	6
O=C(CN1C(=O)NC(c2ccccc2)(c2ccccc2)C1=O)NCCc1ccc(F)cc1	-6	2	0	-9	0.4	3	0	8	1	-15	36
CCCCc1nc(Cl)c(C#N)c2c1CSC(C)(C)C2	22	-3	10	4	5.9	3	-10	7	-8	6	15
CC(C)(C)NC(=O)CN(Cc1cccs1)C(=O)CNS(=O)(=O)c1ccc(F)cc1	-4	-2	6	-5	1.6	12	6	-7	-12	2	7
CCN(CCNC(=O)C1CCN(S(=O)(=O)c2cccc3cccnc23)CC1)c1ccccc1	-12	4	-5	1	0.0	1	6	3	-20	-16	-9
COc1cc(CCC(=O)Nc2nnc(C)s2)cc(OC)c1OC	21	3	-4	-1	-1.1	-3	1	1	7	14	27
Cc1cc(C)nc(SCC(=O)Nc2ncc(Cc3cccc(Cl)c3Cl)s2)n1	-32	-7	3	7	8.8*	-3	-1	8	-18	-8	-7
O=C(CC1N=C2c3ccccc3N=C(SCc3ccc(F)cc3)N2C1=O)NCc1ccco1 (configuration not stated)	-6	13	2	-14	2.1	-7	2	-8	0	8	-37
CCC(=O)Nc1nc(-c2cc([N+](=O)[O-])cs2)cs1	-9	12	2	-8	-1.1	-1	-13	2	-10	-11	-9
CCCN(C)C1CN(Cc2cn(Cc3cccc(Cl)c3)nn2)S(=O)(=O)C1 (configuration not stated)	·	·	-3	-9	·	·	-4	·	-11	·	19
Cc1cc(C(=O)N2CCCC(CCC(=O)N3CCN(c4ccccn4)CC3)C2)c(C)o1 (configuration not stated)	-19	8	5	9	0.7	-2	-3	-3	-13	5	18
Cc1cc(NS(=O)(=O)c2ccc(NC(=O)c3cc(-c4cccnc4)nc4ccc(Cl)cc34)cc2)no1	3	8	-1	5	-2.4	14	-1	-21	1	7	-9
Cn1c(NCc2cccnc2)nc2c1c(=O)n(Cc1ccccc1F)c(=O)n2C	-13	5	6	18	-1.0	1	-8	-3	18	14	8
COc1ccccc1N1CCN(C(=O)Cn2nc(C(F)(F)F)c3c2CCC3)CC1	-2	4	5	-8	2.8	2	-5	-8	23	10	-10
COC(=O)c1c(NC(=O)c2ccco2)sc2c1CCC2	6	-2	-9	-4	-0.8	-4	0	-4	-34	-23	-22
COc1ccc(C(=O)NCC(C)(C)N2CCOCC2)cc1S(=O)(=O)NCc1ccc(Cl)cc1	4	-2	0	-3	-0.5	-2	-7	6	12	-5	0
O=C(C1=C(O)C(=O)N(Cc2ccccc2)C1c1ccco1)c1ccco1 (configuration not stated)	-6	5	6	4	-1.6	-4	-1	0	-1	-2	1
Cc1nn(-c2ccc(F)cc2)c2sc(C(=O)N3CCCCCC3)cc12	-10	0	-1	0	-1.1	3	8	-7	3	7	-1
COc1ccc(N2C(=O)CSC2c2ccc(F)cc2)cc1 (configuration not stated)	-1	2	9	-10	-0.9	2	5	-10	2	4	-19

Continued:
SMILES	NCOA1 inh	MC4R antag cAMP	ABHD5-PLIN5 inh	COUP-TFII inh	MC4R barr agon	TLR9-MyD88 inh	NOD2 RIPK2 PPI	EBV LMP1 NFkB	SRC2 inh	NCOA3 inh	NR5A2 inv ag
O=S1(=O)c2ccccc2C(CCO)N1Cc1ccccc1 (configuration not stated)	-13	3	2	3	-1.3	5	-5	-3	-7	-4	7
O=C(NCCCN1CCOCC1)c1cc(S(=O)(=O)N2CCOCC2)ccc1Cl	4	-3	-4	7	-1.4	-17	-6	-3	-25	8	-9
CCOC(=O)c1cc(NC(=O)CSc2nnc(CN3CCOCC3)n2C)ccc1Cl	0	3	-1	-10	2.2	7	-2	-2	-9	-11	-18
CCN(C(=O)COC(=O)/C=C/c1ccc(Cl)c(Cl)c1)c1c(N)n(Cc2ccccc2)c(=O)[nH]c1=O	-11	6	9	-3	1.9	-15	-2	9	-14	10	-25
CCOC(=O)C1=C(C)C2C3C(=O)N(c4cc(C)ccc4C)C(=O)C3C1(C)C1C(=O)N(c3cc(C)ccc3C)C(=O)C21 (configuration not stated)	21	-2	1	19	-2.6	-1	-7	2	-12	19	23
CCOC(=O)N1CCN(C(=S)Nc2cccc(C)c2C)CC1	-24	20	-4	12	1.1	-17	-1	8	5	6	-10
CCOc1ccc(-c2csc(NC(=O)c3cccc(N4C(=O)CCC4=O)c3)n2)cc1	-23	14	11	0	1.2	-3	2	-2	-8	-14	-8
C=CCNC(=O)c1ccc(CN2CCC(Cc3ccccc3)CC2)cc1	-23	8	-1	3	0.9	-1	-4	2	19	18	-17
COc1ccc(Cc2nc3ccc(C(=O)N4CCOCC4)cc3o2)cc1	-40	13	-3	-14	-1.9	-6	-6	-24	-49	-57	-66
CC(C)(C)n1cnnc1Sc1ncccc1[N+](=O)[O-]	-5	0	12	-4	-1.0	-8	3	3	9	1	8
COCCn1cnc2c1c(=O)n(CC(=O)NN)c(=O)n2Cc1ccccc1	-5	5	2	13	-1.3	13	0	2	-13	2	-1
O=C(Cn1c(=O)oc2cc(S(=O)(=O)N3CCCC3)ccc21)N1CCN(C2CCCCC2)CC1	-9	5	-1	17	-0.2	-8	-1	0	32	-34	5
O=C(c1ccc(N2CCCCC2)c([N+](=O)[O-])c1)N1CCN(c2ccccn2)CC1	0	-13	4	9	-2.9	-5	10	1	3	13	1
